# TcdB GH inh = blocks C. difficile toxin B glycohydrolase activity | TcdB glycohydrolase enzymatic assay, plate reader | inhibition, % at 9.99 µM | 350,000 compounds, 0.24% hits | P18177; in the data active = inhibition above about 10%
# Starred values were filed as active, the others as inactive; & = joins results of further samples. Only part of the results is shown (hit frequency here may not be typical).
SMILES,TcdB GH inh
COC(=O)C[C@@H]1CC[C@@H]2[C@H](COc3ccc(NC(=O)Nc4cccc(F)c4)cc3C(=O)N2C)O1,1.2
COc1ccc(S(=O)(=O)N(C)C[C@@H]2Oc3c(NC(=O)c4nc5ccccc5s4)cccc3C(=O)N([C@@H](C)CO)C[C@@H]2C)cc1,-2.2
Cc1noc(C)c1NC(=O)N[C@H]1CC[C@H](CC(=O)N2CCCCC2)O[C@H]1CO,2.7
COc1ccc(-c2ccc3c(c2)O[C@H](CN(C)C)[C@H](C)CN([C@@H](C)CO)S3(=O)=O)cc1,-0.8
CN(C)C(=O)c1ccc(-c2ccc3c(c2)[C@@H]2[C@@H](CCN2Cc2ccc4c(c2)OCO4)[C@H](CO)N3)cc1,1.7
COc1cccc(NC(=O)N2CC(=O)N3[C@H](CO)[C@@H](c4ccc(C#CC5CCCC5)cc4)[C@H]3C2)c1,-0.1
CO[C@H]1CN(C)C(=O)c2ccc(NC(=O)Nc3cccc(F)c3)cc2OC[C@@H](C)N(C(C)=O)C[C@H]1C,-0.2
O=C(Nc1ccc(Cl)c(Cl)c1)N[C@@H]1CC[C@H](CCNC(=O)c2ccc(F)cc2)O[C@@H]1CO,-1.9
O=C(CCN1CCCCC1)NCC[C@@H]1CC[C@H](NS(=O)(=O)c2cccc(F)c2)[C@H](CO)O1,0.5
CN(C)C(=O)c1cccc(-c2ccc([C@H]3[C@@H](CO)N4CCCCN(C(=O)C5CCCC5)C[C@H]34)cc2)c1,0.2
CC(C)(O)C#Cc1ccc([C@@H]2[C@H]3CN(C(=O)c4ccncc4)CCCCN3[C@H]2CO)cc1,-0.3
Cc1noc(C)c1NC(=O)Nc1ccc2c(c1)CC(=O)N([C@@H](C)CO)C[C@H](C)[C@H](CN(C)Cc1ccc(C(F)(F)F)cc1)O2,0.4
CC(C)NC(=O)N[C@@H]1C=C[C@@H](CC(=O)NCCN2CCCC2)O[C@H]1CO,-0.2
C[C@H](CO)N1C[C@H](C)[C@@H](CN(C)Cc2ccc(Cl)c(Cl)c2)Oc2ccc(NS(=O)(=O)c3ccccc3)cc2CC1=O,0.6
OC[C@H]1[C@@H](c2ccc(C#Cc3ccccc3)cc2)[C@@H]2CN(CC3CCOCC3)CCCCN12,1.3
O=C(C[C@@H]1C=C[C@@H](NC(=O)c2cccnc2)[C@H](CO)O1)NCc1ccc(Cl)c(Cl)c1,-0.8
C[C@@H]1CN([C@@H](C)CO)C(=O)Cc2cc(NS(C)(=O)=O)ccc2O[C@H]1CN(C)S(=O)(=O)c1ccccc1,0.5
CO[C@@H]1CN(C)C(=O)c2ccc(NC(=O)CC(F)(F)F)cc2OC[C@H](C)N(C(=O)C2CC2)C[C@@H]1C,-0.3
COc1ccc(NC(=O)Nc2cccc3c2O[C@H](CN(C)C(=O)Nc2c(C)noc2C)[C@@H](C)CN([C@@H](C)CO)C3=O)cc1,-0.9
O=C(c1cccc(F)c1)N1CCCCN2[C@H](CO)[C@H](c3ccc(-c4ccncc4)cc3)[C@H]2C1,0.7

# Look-ups from the entries so far.
# TcdB GH inh result of `CO[C@@H]1CN(C)C(=O)c2ccc(NC(=O)CC(F)(F)F)cc2OC[C@H](C)N(C(=O)C2CC2)C[C@@H]1C` = -0.3
# TcdB GH inh result of `Cc1noc(C)c1NC(=O)Nc1ccc2c(c1)CC(=O)N([C@@H](C)CO)C[C@H](C)[C@H](CN(C)Cc1ccc(C(F)(F)F)cc1)O2` = 0.4
# TcdB GH inh result of `COc1ccc(-c2ccc3c(c2)O[C@H](CN(C)C)[C@H](C)CN([C@@H](C)CO)S3(=O)=O)cc1` = -0.8
# TcdB GH inh result of `O=C(Nc1ccc(Cl)c(Cl)c1)N[C@@H]1CC[C@H](CCNC(=O)c2ccc(F)cc2)O[C@@H]1CO` = -1.9

# The list goes on:
SMILES,TcdB GH inh
C[C@@H]1CN([C@@H](C)CO)C(=O)c2cc(NC(=O)NC3CCCCC3)ccc2O[C@H]1CN(C)C(=O)Nc1ccc(C(F)(F)F)cc1,0.0
O=C(CC1CC1)N[C@@H]1CC[C@H](CCNS(=O)(=O)c2ccc(F)cc2)O[C@@H]1CO,-1.8
C[C@H]1CN([C@@H](C)CO)C(=O)c2cccc(NS(=O)(=O)c3cn(C)cn3)c2O[C@@H]1CN(C)CC1CCCCC1,-0.9
COc1ccc2c3c([nH]c2c1)[C@@H](CO)N(Cc1ccc(Cl)cc1)CC31CCN(Cc2ccccc2)CC1,1.5
CN1CCN(C(=O)C[C@H]2CC[C@@H]3[C@H](COC[C@H](O)CN3C(=O)Nc3ccc(Cl)cc3)O2)CC1,-2.3
C[C@@H]1CN([C@@H](C)CO)C(=O)c2cc(NC(=O)Nc3cccc4ccccc34)ccc2O[C@@H](C)CCCCO[C@@H]1CN(C)Cc1ccccc1,0.9
C[C@@H]1CN([C@H](C)CO)C(=O)CCCn2cc(nn2)CO[C@H]1CN(C)Cc1ccc(-c2ccccc2)cc1,1.2
C[C@@H]1CN([C@H](C)CO)C(=O)c2cc(NC(=O)Nc3cccc4ccccc34)ccc2O[C@@H](C)CCCCO[C@H]1CN(C)Cc1ccc(Cl)c(Cl)c1,1.5
C/C=C/c1ccc([C@H]2[C@@H](CO)N3CCCCN(C(=O)Nc4ccc(F)cc4)C[C@@H]23)cc1,-0.5
C[C@@H]1CN([C@H](C)CO)C(=O)Cc2cc(NC(=O)CCN3CCOCC3)ccc2O[C@@H]1CN(C)Cc1ccc(C(=O)Nc2ccccc2N)cc1,-0.1
C[C@@H]1CN([C@H](C)CO)C(=O)c2cc(NS(=O)(=O)c3ccccc3)ccc2O[C@H]1CN(C)C(=O)Nc1cccc2ccccc12,1.5
C[C@@H]1CN([C@@H](C)CO)C(=O)c2cc(C#Cc3ccccc3)cnc2O[C@H]1CN(C)C(=O)c1ccccn1,-1.7
CC(C)C#Cc1ccc2c(c1)O[C@@H](CN(C)C(=O)NC(C)C)[C@@H](C)CN([C@H](C)CO)S2(=O)=O,-5.2
O=S(=O)(N[C@H]1CC[C@H](CCn2cc(C3(O)CCCC3)nn2)O[C@@H]1CO)c1ccc(F)cc1,1.1
COc1cc(CN2C[C@@H]3N[C@H](C2)C3c2ccc(-c3ccncc3)cc2)cc(OC)c1 (some centres undefined),-2.2&2.5
Cc1ccc(S(=O)(=O)N(C)C[C@H]2Oc3ncc(-c4ccncc4)cc3C(=O)N([C@H](C)CO)C[C@H]2C)cc1,-1.0
C[C@@H]1CN([C@@H](C)CO)C(=O)c2cccc(NC(=O)Nc3ccc(F)cc3)c2O[C@H]1CN(C)Cc1ccc2c(c1)OCO2,-0.2
CNC[C@@H]1Oc2c(NS(=O)(=O)c3ccc(Cl)cc3)cccc2C(=O)N([C@H](C)CO)C[C@@H]1C,0.4
CCCC(=O)Nc1ccc2c(c1)C(=O)N(C)C[C@H](OC)[C@@H](C)CN(Cc1cccc(F)c1)[C@@H](C)CO2,-0.4
CCCN1[C@@H]2c3ccc(/C=C/c4ccccc4)c(=O)n3C[C@@H]2[C@@H](CO)[C@@H]1C(=O)N1CCOCC1,0.5

# 2 entries from above, reformatted.
C[C@@H]1CN([C@@H](C)CO)C(=O)c2cc(NC(=O)NC3CCCCC3)ccc2O[C@H]1CN(C)C(=O)Nc1ccc(C(F)(F)F)cc1
  TcdB GH inh: 0.0

O=S(=O)(N[C@H]1CC[C@H](CCn2cc(C3(O)CCCC3)nn2)O[C@@H]1CO)c1ccc(F)cc1
  TcdB GH inh: 1.1

# The listing continues:
SMILES,TcdB GH inh
CCCN1[C@@H]2Cn3c(ccc(/C=C/c4ccccc4)c3=O)[C@H]1[C@@H](C(=O)NCC)[C@@H]2CO,-8.3
C[C@@H]1CN([C@@H](C)CO)C(=O)c2cc(NS(=O)(=O)c3cn(C)cn3)ccc2O[C@@H](C)CCCCO[C@H]1CN(C)S(=O)(=O)c1ccc(F)cc1,-1.9
C[C@H](CO)N1C[C@H](C)[C@@H](CN(C)S(=O)(=O)c2ccccc2)Oc2ccc(NS(C)(=O)=O)cc2CC1=O,1.7
O=C1CN(S(=O)(=O)c2ccccc2)C[C@@H]2[C@H](c3ccc(C#CCc4ccccc4)cc3)[C@@H](CO)N12,1.2
C[C@@H]1CN([C@H](C)CO)C(=O)CCCn2cc(nn2)CO[C@@H]1CN(C)Cc1ccc(C(=O)O)cc1,0.2
Cc1ccc(S(=O)(=O)N(C)C[C@H]2OCCCC[C@@H](C)Oc3ccc(NS(=O)(=O)c4ccc(F)cc4)cc3C(=O)N([C@H](C)CO)C[C@H]2C)cc1,-0.8
CN(C)CC(=O)N1[C@H](CO)[C@@H](c2ccc(C#CC3CC3)cc2)[C@@H]1C#N,-0.1
CC(C)NC(=O)N(C)C[C@@H]1Oc2ccc(NC(=O)Nc3ccc4c(c3)OCO4)cc2CC(=O)N([C@H](C)CO)C[C@H]1C,0.7
C[C@@H]1CN([C@H](C)CO)C(=O)c2cccc(NS(=O)(=O)c3cccs3)c2O[C@H]1CN(C)S(=O)(=O)c1ccc(F)cc1,0.6
O=C(NCCCN1CCOCC1)[C@@H]1[C@@H](CO)[C@@H]2Cn3c(cccc3=O)[C@H]1N2C(=O)C1CCCC1,-0.3
COc1ccc(-c2cn(CC[C@H]3CC[C@@H](NS(=O)(=O)c4ccccc4C)[C@H](CO)O3)nn2)cc1,-1.2
O=C(O)[C@@H]1[C@@H](CO)[C@@H]2Cn3c(ccc(C4=CCCCC4)c3=O)[C@@H]2N1C(=O)Cc1cccnc1,-3.2
Cc1ccc(S(=O)(=O)Nc2ccc3c(c2)C(=O)N([C@H](C)CO)C[C@@H](C)[C@H](CN(C)Cc2ccncc2)O3)cc1,0.3
C/C=C/c1ccc2c(c1)O[C@H](CN(C)C(=O)CC)[C@H](C)CN([C@@H](C)CO)S2(=O)=O,0.3
CCC(=O)Nc1ccc2c(c1)OC[C@H](C)N(C(=O)Cc1ccccn1)C[C@@H](C)[C@@H](OC)CN(C)C2=O,-1.8
COc1ccc(NC(=O)N(C)C[C@H]2Oc3ncc(C#CCN(C)C)cc3C(=O)N([C@H](C)CO)C[C@H]2C)cc1,0.9
CC(=O)N(C)C[C@@H]1Oc2ncc(C#Cc3ccccn3)cc2C(=O)N([C@H](C)CO)C[C@@H]1C,-1.9
C[C@@H]1CN([C@H](C)CO)C(=O)c2cc(NS(C)(=O)=O)ccc2O[C@@H]1CN(C)CC1CCCCC1,-0.4
COc1ccc(C#Cc2ccc3c(c2)O[C@H](CN(C)C)[C@H](C)CN([C@@H](C)CO)S3(=O)=O)cc1,-1.6
CC(C)NC(=O)Nc1ccc2c(c1)C(=O)N([C@@H](C)CO)C[C@H](C)[C@H](CN(C)Cc1ccc(C(=O)O)cc1)OCCCC[C@H](C)O2,-0.4

# Arranged by number of heavy atoms (descending): 3 of the compounds above
SMILES,TcdB GH inh
C[C@@H]1CN([C@H](C)CO)C(=O)c2cccc(NS(=O)(=O)c3cccs3)c2O[C@H]1CN(C)S(=O)(=O)c1ccc(F)cc1,0.6
C[C@@H]1CN([C@H](C)CO)C(=O)CCCn2cc(nn2)CO[C@@H]1CN(C)Cc1ccc(C(=O)O)cc1,0.2
C/C=C/c1ccc2c(c1)O[C@H](CN(C)C(=O)CC)[C@H](C)CN([C@@H](C)CO)S2(=O)=O,0.3

# Later entries:
SMILES,TcdB GH inh
CCCNC(=O)N1[C@H](C#N)[C@H](c2ccccc2-c2ccccc2F)[C@@H]1CO,-0.4
COc1ccc(S(=O)(=O)N(C)C[C@@H]2Oc3ccc(NC(=O)C4CC4)cc3C(=O)N([C@H](C)CO)C[C@@H]2C)cc1,-8.2
C[C@@H]1CN([C@H](C)CO)C(=O)c2cc(NS(=O)(=O)c3ccc(Cl)cc3)ccc2O[C@H]1CN(C)S(=O)(=O)c1cn(C)cn1,0.0
C[C@H]1CN([C@@H](C)CO)C(=O)c2cc(NC(=O)CCCN(C)C)ccc2O[C@@H]1CN(C)S(=O)(=O)c1ccc(F)cc1,0.2
O=C(N[C@@H]1CC[C@H](CCNS(=O)(=O)c2cccc(Cl)c2)O[C@@H]1CO)c1ccccc1,0.9
COC(=O)[C@H]1[C@H](CO)[C@H]2Cn3c(ccc(-c4cccc(OC)c4)c3=O)[C@H]2N1CC1CC1,0.5
C[C@@H]1CN([C@@H](C)CO)C(=O)c2cc(NC(=O)Nc3ccc(F)cc3)ccc2O[C@@H](C)CCCCO[C@H]1CN(C)Cc1ccc(C(F)(F)F)cc1,-0.3
COc1ccc(NC(=O)N(C)C[C@@H]2Oc3ccc(NC(=O)Cc4ccccc4)cc3C(=O)N([C@@H](C)CO)C[C@@H]2C)cc1,-7.5
CC(C)NC(=O)Nc1ccc2c(c1)C(=O)N([C@H](C)CO)C[C@@H](C)[C@H](CN(C)CC1CC1)OCCCC[C@H](C)O2,-0.7
OC[C@H]1[C@@H](c2ccc(C#Cc3ccccc3F)cc2)[C@@H]2CN(CC3CCOCC3)CCCCN12,0.5
C[C@@H]1CN([C@H](C)CO)C(=O)c2cccc(N(C)C)c2O[C@@H]1CN(C)C(=O)Nc1ccccc1,0.4
CNC[C@@H]1Oc2ccc(NC(=O)Nc3ccc(F)cc3)cc2C(=O)N([C@@H](C)CO)C[C@@H]1C,-1.1
CCCC(=O)Nc1ccc2c(c1)C(=O)N(C)[C@@H]1CC[C@H](CC(=O)N3CCCCC3)O[C@@H]1CO2,-0.9
C[C@H](CO)N1C[C@H](C)[C@H](CN(C)C(=O)Nc2ccccc2F)Oc2ncc(-c3cccc(F)c3)cc2C1=O,0.8
CN1C(=O)c2cc(NC(=O)C3CCOCC3)ccc2OC[C@H]2O[C@H](CC(=O)NCc3ccc4c(c3)OCO4)CC[C@H]21,-0.6
C[C@@H]1CN([C@H](C)CO)C(=O)c2cc(NS(=O)(=O)c3cccs3)ccc2O[C@@H](C)CCCCO[C@@H]1CN(C)C(=O)c1ccncc1,-1.1
O=C(c1cccnc1)N1CC(=O)N2[C@H](CO)[C@@H](c3ccc(C#CCC4CCCC4)cc3)[C@@H]2C1,1.4
COc1ccc2c3c([nH]c2c1)[C@H](CO)N(Cc1cc(F)ccc1F)CC31CN(C(C)=O)C1,-0.9
C[C@@H]1CN([C@@H](C)CO)S(=O)(=O)c2ccc(C#Cc3ccccc3)cc2O[C@H]1CN(C)C(=O)C1CC1,-1.5
C[C@H](O)C#Cc1cnc2c(c1)C(=O)N([C@H](C)CO)C[C@@H](C)[C@@H](CN(C)C(=O)Cc1ccncc1)O2,-0.6

# Source: PubChem BioAssay (Broad Institute)
